# Compound activity as filed in PubChem.
# BRCA1 expr act – BRCA1 expression activation | MCF7-BRCA1-FFLuc reporter, luminescence, 48 h; response scale: scaled: vehicle 0%, 10 µM genistein 100% | Potency, µM (top dose mostly 46.1 µM), without a hit: top-dose activation, usual class: activators | hit rate 1.1% among 380,000 | AID 624202; active means well fitted activation curve with a large enough effect; inconclusive means small, poorly fitted or top-dose-only effect; inactive means no such curve, though single readings can be large or run the other way; further: nearly all actives have a fitted effect of over 80% in size; some results filed as inactive show a strong effect at the top dose
#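 First, MCF7-BRCA1-FFLuc cells (2000/well) attach for 2 h; next, compounds are pin-added and incubated 48 h at 37 °C; finally, luciferase reagent is added and luminescence read after 15 min.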
# Active calls of the source: *; ? = inconclusive. Potency means the concentration at half of the fitted maximal effect. A portion of the library. The share of hits here may be higher or lower than overall.
# Start of the data: the first 16 compounds, to show the layout:
structure | BRCA1 expr act
COc1cccc(C(=O)N2C(C(C)C)COc3cc(Br)ccc3S2(=O)=O)c1 (centres undefined) | -10%
CCCCOCCCNC(=O)C[C@@H]1C[C@@]2(C(=O)OCC)CCCC=C2N(Cc2ccc3c(c2)OCO3)C1=O | 11%
O=C(c1ccco1)N1CCN(C2CN(Cc3cn(Cc4ccccc4C(F)(F)F)nn3)S(=O)(=O)C2)CC1 (centres undefined) | 2%
N#Cc1ccc(Nc2nc(-c3ccccc3)c(C(=O)c3ccccc3)s2)cc1 | -70%
COc1cccc(NC(=O)C2(C)CCN2C(=O)CC2CCCC2)c1 (centres undefined) | 18%
OC(c1ccccc1)(c1nc(-c2ccc(F)c(Cl)c2)cs1)C(F)(F)F (centres undefined) | -11%
C[C@@H](c1ccccc1)N1C[C@@H](COCc2ccccc2)Oc2cc(N3CC[C@H](O)C3)ccc2S1(=O)=O | -28%
OC[C@@H]1CN(Cc2cccs2)C[C@H](n2cnc3c(NCc4ccc(F)cc4)ncnc32)O1 | 0%
Cc1ccc2nc3n(c(=O)c2c1)-c1cc2ccccc2cc1C(=O)NC3Cc1ccc(O)cc1 (centres undefined) | -83%
CCc1nc2c(OCc3cc(Cl)cc(Cl)c3)cccn2c1N(C)C(=O)c1ccccc1F | -27%
CSc1ccc(CN2CCC(C)(Oc3ccc(-n4ccnc4)cc3)C2)cc1 (centres undefined) | -29%
CC(=O)Nc1ccc(/C=N/NC(=O)CC2CCCCC2)cc1 | 58%
CC1(C(=O)NS(=O)(=O)c2cccc(Cl)c2)CCN1C(=O)c1cccc(F)c1 (centres undefined) | 29%
C[C@H](CO)N1C[C@H](C)[C@H](CN(C)C(=O)Nc2cccc3ccccc23)OCc2cnnn2CCCC1=O | 5%
COc1cc2nc(N3CCN(C)CC3)nc(NC3CCN(Cc4ccccc4)CC3)c2cc1OC | -39%
CCCNC(=O)c1cc(C2CCCN(C(=O)c3ccccc3)C2)on1 (centres undefined) | 23%

# Results, from the first entry:
structure | BRCA1 expr act
COc1cccc(C(=O)N2C(C(C)C)COc3cc(Br)ccc3S2(=O)=O)c1 (centres undefined) | -10%
CCCCOCCCNC(=O)C[C@@H]1C[C@@]2(C(=O)OCC)CCCC=C2N(Cc2ccc3c(c2)OCO3)C1=O | 11%
O=C(c1ccco1)N1CCN(C2CN(Cc3cn(Cc4ccccc4C(F)(F)F)nn3)S(=O)(=O)C2)CC1 (centres undefined) | 2%
N#Cc1ccc(Nc2nc(-c3ccccc3)c(C(=O)c3ccccc3)s2)cc1 | -70%
COc1cccc(NC(=O)C2(C)CCN2C(=O)CC2CCCC2)c1 (centres undefined) | 18%
OC(c1ccccc1)(c1nc(-c2ccc(F)c(Cl)c2)cs1)C(F)(F)F (centres undefined) | -11%
C[C@@H](c1ccccc1)N1C[C@@H](COCc2ccccc2)Oc2cc(N3CC[C@H](O)C3)ccc2S1(=O)=O | -28%
OC[C@@H]1CN(Cc2cccs2)C[C@H](n2cnc3c(NCc4ccc(F)cc4)ncnc32)O1 | 0%
Cc1ccc2nc3n(c(=O)c2c1)-c1cc2ccccc2cc1C(=O)NC3Cc1ccc(O)cc1 (centres undefined) | -83%
CCc1nc2c(OCc3cc(Cl)cc(Cl)c3)cccn2c1N(C)C(=O)c1ccccc1F | -27%
CSc1ccc(CN2CCC(C)(Oc3ccc(-n4ccnc4)cc3)C2)cc1 (centres undefined) | -29%
CC(=O)Nc1ccc(/C=N/NC(=O)CC2CCCCC2)cc1 | 58%
CC1(C(=O)NS(=O)(=O)c2cccc(Cl)c2)CCN1C(=O)c1cccc(F)c1 (centres undefined) | 29%
C[C@H](CO)N1C[C@H](C)[C@H](CN(C)C(=O)Nc2cccc3ccccc23)OCc2cnnn2CCCC1=O | 5%
COc1cc2nc(N3CCN(C)CC3)nc(NC3CCN(Cc4ccccc4)CC3)c2cc1OC | -39%
CCCNC(=O)c1cc(C2CCCN(C(=O)c3ccccc3)C2)on1 (centres undefined) | 23%
COC(=O)N(C)C[C@@H]1OCc2cnnn2CCCC(=O)N([C@H](C)CO)C[C@@H]1C | 4%
CCCCc1ccc(C(=O)COC(=O)c2ccc3nc(C)c(C)nc3c2)cc1 | 40%
CN1CCOc2c1cnn(CCO)c2=O | 12%
Cc1ccc(S(=O)c2ccc([N+](=O)[O-])c3nonc23)cc1 (centres undefined) | -53%
Cc1ccc(S(=O)(=O)NCCCCCCNS(=O)(=O)c2ccc(C)cc2)cc1 | -28%
COc1cc(/C=C/CNC[C@H]2O[C@@H](n3cnc4c(N)ncnc43)[C@H](O)[C@@H]2O)ccc1O | -29%
CC1(c2nnnn2Cc2ccccc2)CCC(=O)N1CCc1ccc(O)cc1 (centres undefined) | -7%
O=C(CCNS(=O)(=O)c1ccc(F)cc1)N1CCN(c2ncccn2)CC1 | -1%
Cc1cc(C(=O)COc2ccc(Br)cc2F)c(C)n1CC1CCCO1 (centres undefined) | 91%
CC(C)(C)c1ccc(S(=O)(=O)NC(=O)C2(C)CCN2C(=O)Cc2cc(F)ccc2F)cc1 (centres undefined) | 0%
O=C(CN1CCCC1)Nc1nc(-c2ccc(Cl)cc2)cs1 | 19%
CC1(C(=O)NS(=O)(=O)Cc2ccccc2C(F)(F)F)CCN1C(=O)C/C=C/c1ccccc1 (centres undefined) | -3%
COc1ccc(NC(=O)C2Cc3c(-c4ccccc4Oc4ccccc4)ccnc3O2)cn1 (centres undefined) | -20%
CCCCN(CCCNC(=O)c1ccc2c(c1)NC(=O)CN2C)c1ccccc1 | -82%
CN(N=O)c1ccc(/C=C2\C=Cc3ccccc32)cc1 | ?
CC1(C)CC(N2CCOCC2)=CC(=S)N1 | -6%
C[C@H]1CN([C@@H](C)CO)C(=O)CCCn2cc(nn2)CO[C@@H]1CN(C)C(=O)Nc1cccc(F)c1 | 3%
C=CCNc1ncnc2c1ncn2[C@H]1CN(CCN2CCOCC2)C[C@@H](CO)O1 | 0%
CC1(C(=O)Nc2ccc3c(c2)OCCO3)CCC(=O)N1C1CCN(Cc2ccccc2)CC1 (centres undefined) | 4%
CC1=C(C(=O)N(C)C)CC(CC(=O)NC2CC2)C(=O)N1CCC1=CCCCC1 (centres undefined) | 18%
CCC(Sc1nc2ccsc2c(=O)n1Cc1ccc(C(=O)O)cc1)C(=O)Nc1ccc(Cl)cc1 (centres undefined) | -10%
Cn1c(=O)c2cc(NC(=O)NCCc3ccccc3)ccc2n1Cc1cccc(C(F)(F)F)c1 | 34%
CC[C@H](C)[C@@H](CO)NC(=O)[C@H]1O[C@@H](n2ccc(=O)[nH]c2=O)[C@H](O)[C@@H]1O | -5%
COc1ccc2c(c1)c(C(=O)CN(C)C)c(C)n2C | 19%
Cc1ccccc1C(=O)OCC(=O)N1CC(=O)Nc2ccccc21 | -1%
CCCCNC(=O)C[C@@H]1C[C@@]2(C(=O)OCC)CCCC=C2N(Cc2ccc(Cl)cc2Cl)C1=O | -18%
COc1ccc(CN(C)C[C@@H]2OCCCC[C@H](C)Oc3ccc(NC(=O)Nc4ccc(F)cc4)cc3C(=O)N([C@H](C)CO)C[C@H]2C)cc1 | -80%
C[C@H](CO)N1C[C@H](C)[C@H](CN(C)S(=O)(=O)c2ccccc2)OCc2ccccc2-c2c(n(C)c3ccccc23)C1=O | 8%
CCOc1ccc(S(=O)(=O)N2CCCCC2)cc1NC(=O)Cc1cc(OC)c(OC)c(OC)c1 | -7%
CCOc1ccc(Cl)cc1-c1cc(C(=O)NCCc2ccncc2)[nH]n1 | -14%
COc1ccc(-n2nnnc2C(CCSC)N2CCN(C/C=C/c3ccccc3)CC2)cc1 (centres undefined) | 4%
CC(=O)N1CCN(c2cc(-c3ccccc3)nc3cc(-c4cccc(Cl)c4)nn23)CC1 | 9%
CC(C)c1cccc(NC(=O)COC(=O)c2ccccc2OCc2cccc(Br)c2)c1 | 7%
CCCc1c(C(=O)N/N=C/c2ccc(OCc3ccc(F)cc3)cc2)nnn1-c1nonc1N | 16%
COc1cc(CCN=Cc2ccccc2O)c([N+](=O)[O-])cc1OC | 1%
COCc1cc(=O)n2[nH]c(C)c(-c3ccc(Cl)cc3)c2n1 | -61%
CC(=O)c1ccc(Nc2nc(C(C)N)cs2)cc1 (centres undefined) | 17%
COc1cc(F)ccc1-c1csc(C(NC(C)=O)c2cccc(F)c2)n1 (centres undefined) | -9%
C[C@@H]1CN([C@@H](C)CO)C(=O)CCCn2nncc2CO[C@H]1CN(C)C(=O)C1CCCCC1 | -5%
COc1ccccc1-c1csc(C(NC(C)=O)c2cccc(F)c2)n1 (centres undefined) | 0%
CSc1ccccc1NC(=O)CN(C)C(=O)CNC(=O)c1ccc(Oc2ccccc2)cc1 | 53%
CCCCN(C(=O)c1cccc(-n2cnnn2)c1)c1c(N)n(CCCC)c(=O)[nH]c1=O | 14%
COc1ccccc1C(NC(=O)C1CCN(CCOc2ccc(Cl)cc2Cl)CC1)c1ccccn1 (centres undefined) | -11%
Cc1ccc(F)c(S(=O)(=O)NC(=O)C2(C)CCN2C(=O)CC(c2ccccc2)c2ccccc2)c1 (centres undefined) | 9%

# Later entries.
structure | BRCA1 expr act
CN(C)C(=O)COc1ccccc1C(=O)OCC(=O)Nc1ccc(Oc2ccc(Br)cc2)cc1 | 11%
CCCCCCN1C[C@H](O)[C@@H](n2cc(COC(=O)c3ccccc3)nn2)C[C@@H]1c1ccccc1 | 6%
Cc1ccc(NC(=O)COC(=O)c2ccccc2OCC(=O)N(C)C)cc1 | 7%
O=C(Nc1ccccc1Cl)c1cc(C2CCCCN2S(=O)(=O)c2ccccc2)on1 (centres undefined) | 0%
Cc1ccc(S(=O)(=O)N(C)C[C@H]2OCc3cn(nn3)CCCC(=O)N([C@H](C)CO)C[C@@H]2C)cc1 | 0%
COC(=O)c1ccc2nc(-c3ccc(C#N)cc3)c(Cc3ccsc3)n2c1 | 9%
CC(=O)NC(c1ccccc1)c1nc(-c2csc3ccccc23)cs1 (centres undefined) | -53%
COc1cccc(CN2CCC2(C)C(=O)Nc2ccc3c(c2)CCN3C(C)=O)c1F (centres undefined) | -8%
Nc1ccn([C@@H]2O[C@H](C(=O)N(CCC3=CCCCC3)CC3CC3)[C@@H](O)[C@H]2O)c(=O)n1 | 4%
CC1(C(=O)NS(=O)(=O)Cc2cccc(Cl)c2)CCN1C(=O)Cc1ccc(Cl)cc1Cl (centres undefined) | 34%
COc1cc(OC)cc(OC2(C)CCN(Cc3ccc(OC(C)C)cc3)C2)c1 (centres undefined) | -16%
CCc1nc2c(OCCOc3ccc(F)cc3)cccn2c1N(C)C(=O)C(C)C | 6%
CC1C(=O)N(Cc2cn(Cc3ccco3)nn2)CCS(=O)(=O)N1Cc1ccc(-c2cccnc2)cc1 (centres undefined) | -19%
OC(c1ccc(Cl)cc1)c1ncc(-c2ccc(Cl)cc2)[nH]1 (centres undefined) | 1%
CCCCCC(=O)OCc1ccc(C2=CC(=O)CC(C)(C)C2=O)cc1 | 5%

# Pulled one by one from the entries so far (2):
structure | BRCA1 expr act
Cc1ccc(S(=O)(=O)N(C)C[C@H]2OCc3cn(nn3)CCCC(=O)N([C@H](C)CO)C[C@@H]2C)cc1 | 0%
COc1cccc(CN2CCC2(C)C(=O)Nc2ccc3c(c2)CCN3C(C)=O)c1F (centres undefined) | -8%

# New compounds follow:
structure | BRCA1 expr act
C#Cc1ccc(NC(=O)C2(C)CCN2C(=O)C2(c3ccccc3)CC2)cc1 (centres undefined) | -11%
CC1(C(=O)NS(=O)(=O)c2ccc(C#N)cc2)CCN1C(=O)CC1CCCC1 (centres undefined) | -2%
COc1ccc(NC(=O)Cn2c([N+](=O)[O-])cnc2C)c(OC)c1 | -10%
CC(=NO)c1cc(Br)c2cccc3c2c1CC3 | 16%
Cc1ccc(CNC(=O)c2ccc(S(=O)(=O)N3CCCC3)cc2)cc1 | -12%
CCOC(=O)C1(C)CCCN(C(=O)CCc2ccccc2)C1 (centres undefined) | 7%
CCCS(=O)(=O)NC(=O)C1(C)CCCN(C(=O)c2ccccc2OC)C1 (centres undefined) | 31%
O=C1C(c2ccccc2)CN1Cc1ccccc1 (centres undefined) | 20%
CC(=O)n1cc(C=O)c2ccccc21 | 5%
CC1CCN(S(=O)(=O)c2cc(C(=O)N3CCN(c4ccccc4)CC3)ccc2Br)CC1 | -31%
CCCCN(C)C(=O)c1sc(=O)n(Cc2c(C)noc2C)c1C | 15%
CCOC(=O)C1(C)CCN1C(=O)c1cc(OC)c(OC)c(OC)c1 (centres undefined) | 19%
COc1cc(CNC(=O)c2cc(-c3ccc(F)cc3OC)n[nH]2)cc(OC)c1 | 0%
Cc1ccc(S(=O)(=O)N2C[C@H]3n4c(=O)ccc(=O)n4C[C@H](OC(=O)Nc4cccs4)[C@@]3(O)C2)cc1 | -16%
O=C(NCc1ccccn1)C1CCN(C2CCN(Cc3cccc(F)c3)CC2)CC1 | -2%
COc1cccc(C(O)c2nc(-c3cccc(C(F)(F)F)c3)cs2)c1 (centres undefined) | 0%
O=C(NCC1CCCCC1)c1csc([C@@H]2C[C@H](O)[C@@H](CO)O2)n1 | 15%
Cc1ccc(CN2CCC[C@]3(N[C@H](c4ccc(C)cc4)[C@@H]4C(=O)N(C)C(=O)[C@@H]43)C2=O)cc1 | 9%
Cc1ccc(OCC(=O)Nc2cc(-c3nc4cc(Cl)ccc4o3)ccc2C)c(C)c1 | 5%
CC(O)(c1cccnc1)c1nc(-c2ccoc2)cs1 (centres undefined) | -4%
COc1cccc(C(C)(O)c2nc(/C=C/c3ccccc3)cs2)c1 (centres undefined) | 0%
CCCC(=O)N1CCC1(C)C(=O)NCc1ccc(SC)cc1 (centres undefined) | 8%
Cc1cn([C@H]2C[C@H](O)[C@@H](/C=C/C(=O)NCCc3ccc4c(c3)OCO4)O2)c(=O)[nH]c1=O | 19%
CCNC(=O)C1(C)CCN1CCS(=O)(=O)c1ccc(C)cc1 (centres undefined) | 21%
CC1=C(C(=O)N2CCOCC2)CC(CC(=O)NC2CCCC2)C(=O)N1CCCN1CCCC1=O (centres undefined) | 1%
